CXCR6 inh: blocks human CXCR6 beta-arrestin recruitment | inhibition, % at 20 µM | 360,000 tested, 0.36% active | CHO-K1 PathHunter CXCR6 beta-arrestin, luminescence; in the data active means inhibition above about 34%, passing the limit was not always enough;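 further: antagonist mode with CXCL16 agonist at 10 nM final; 0% = 10 nM CXCL16 with DMSO and 100% = unstimulated wells without agonist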
Target sequence (O00574 whole entry, looked up): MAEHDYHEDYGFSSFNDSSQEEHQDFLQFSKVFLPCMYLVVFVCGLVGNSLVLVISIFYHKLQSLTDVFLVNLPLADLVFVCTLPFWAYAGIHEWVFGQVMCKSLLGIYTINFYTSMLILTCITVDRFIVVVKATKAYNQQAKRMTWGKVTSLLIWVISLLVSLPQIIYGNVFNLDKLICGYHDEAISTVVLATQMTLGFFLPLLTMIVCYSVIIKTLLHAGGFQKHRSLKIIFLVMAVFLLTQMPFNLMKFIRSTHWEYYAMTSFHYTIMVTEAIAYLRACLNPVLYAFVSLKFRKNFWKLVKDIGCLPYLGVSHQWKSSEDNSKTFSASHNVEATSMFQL
EBI2 antag: EBI2 (human) antagonism | EBI2 beta-arrestin recruitment, luminescence, 7a,25-OHC stimulated | P32249 | 360,000 tested, 0.81% active | inhibition, % at 5 µM; in the data active means inhibition above about 38%;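 further: enzyme fragment complementation signal reports receptor beta-arrestin coupling in cells; 0% = agonist plus DMSO wells and 100% = wells without agonist; some results beyond the cut were filed as inactive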
Target sequence (P32249 whole entry, looked up, the tested form may be a part): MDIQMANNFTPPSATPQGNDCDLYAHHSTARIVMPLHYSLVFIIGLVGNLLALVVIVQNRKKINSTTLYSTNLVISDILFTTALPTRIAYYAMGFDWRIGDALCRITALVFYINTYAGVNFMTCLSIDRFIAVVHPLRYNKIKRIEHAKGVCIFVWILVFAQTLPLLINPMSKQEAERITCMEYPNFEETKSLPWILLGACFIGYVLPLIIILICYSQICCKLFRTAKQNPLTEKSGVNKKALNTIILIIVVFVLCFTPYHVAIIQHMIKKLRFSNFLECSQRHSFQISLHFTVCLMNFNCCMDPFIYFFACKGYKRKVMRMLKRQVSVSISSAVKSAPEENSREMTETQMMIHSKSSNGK
Starred values were filed as active, the others as inactive. A portion of the library, so the mix of outcomes need not match the whole.

CXCR6 inh	EBI2 antag	smiles
-5.7	-7.7	CC1=C(C(=O)N(C)C)CC(CC(=O)NCC2CCCCC2)C(=O)N1Cc1ccc(F)cc1 (configuration not stated)
2.9	-6.1	Cc1ccc(NC(=O)CCC(=O)NN=Cc2ccc(C)o2)c(C)c1
-3.0	3.5	CC(=NNS(=O)(=O)c1ccc(C)cc1)c1ccncc1
3.0	-5.2	CC(CO)NS(=O)(=O)c1cc(Cl)ccc1F (configuration not stated)
-6.9	-0.4	C[C@@H]1CN([C@H](C)CO)C(=O)CCCn2cc(nn2)CO[C@H]1CN(C)C(=O)c1ccc(N2CCN(C)CC2)cc1
-1.1	-4.4	CCOC(=O)[C@]12CCC=C1N(Cc1cccc3ccccc13)C(=O)[C@H](CC(=O)NCCCOC)C2
-6.0	18.2	CCCNC(=O)C1(C)CCCN(Cc2ccc(-c3ccccc3)o2)C1 (configuration not stated)
-2.1	29.1	C[C@H](O)[C@@H]1CN2CCc3c([nH]c4ccc(-c5ccc6c(c5)OCO6)cc34)[C@@H]2C[C@@H]1N(C)C(=O)NC1CCCCC1
1.8	-4.3	O=C(Nc1ccncc1)c1cc(C2CCCCN2C(=O)CCCc2ccccc2)on1 (configuration not stated)
-0.7	12.1	CC(C)Oc1ccc(F)cc1-c1cc(C(=O)Nc2ccccc2)[nH]n1
-6.7	-8.2	CCc1noc(C)c1C(=O)OCC(=O)c1ccc(NC(=O)CC(C)C)cc1
0.9	-8.9	CC(C)C[C@H]1CN(CCCC[C@H]2CNC(=O)C(=O)N2Cc2ccccc2)C(=O)C(=O)N1CCc1ccccc1
-2.2	1.3	CCn1nccc1NC(=O)c1ccc2sc([C@@H]3O[C@H](CO)[C@H](O)[C@H](O)[C@H]3O)nc2c1
-0.4	-12.9	CCCCN1C(=O)CC2CCOC21C (configuration not stated)
-1.6	15.0	COc1ccc(C(=O)N(C)CCOc2ccc(Cl)cc2)cc1S(=O)(=O)N1CCCC1
0.6	-5.9	COc1cccc(C(NC(C)=O)c2nc(-c3cnn(C)c3)cs2)c1 (configuration not stated)
-3.1	-6.5	CCOC(=O)c1c(C)[nH]c(/C(C)=N/NC(=O)c2cccnc2)c1C
-2.9	0.5	O=C(O)c1ccc(-n2ncc(Cl)c(Cl)c2=O)cc1
-0.8	-6.0	CCCCNC(=O)C1(C)CCN1C(=O)CSc1ccccc1 (configuration not stated)
-0.9	-0.9	O=C(C1CCCCC1)N1C[C@@H](n2cc(-c3ccc(F)cc3)nn2)[C@H](O)C[C@@H]1c1ccccc1

In the list so far, 2 contain an aryl methoxy group:
CXCR6 inh	EBI2 antag	smiles
-1.6	15.0	COc1ccc(C(=O)N(C)CCOc2ccc(Cl)cc2)cc1S(=O)(=O)N1CCCC1
0.6	-5.9	COc1cccc(C(NC(C)=O)c2nc(-c3cnn(C)c3)cs2)c1 (configuration not stated)

Following part
CXCR6 inh	EBI2 antag	smiles
3.0	-3.9	COc1ccccc1NC(=O)Nc1nc(C(N)CCc2ccccc2)cs1 (configuration not stated)
4.3	0.4	Cc1ccc(S(=O)(=O)N2[C@@H](c3cccc(Cl)c3)C(C(=O)OC(C)(C)C)=CC[C@H]2c2cccc(Cl)c2)cc1
5.9	7.0	CC(C)C[C@H]1CN([C@@H](Cc2ccccc2)CN2CCC[C@@H]2CN2C(=O)C(=O)NC[C@@H]2Cc2ccccc2)C(=O)C(=O)N1CC1CCCCC1
0.1	17.3	Cc1cccc(COC[C@H](CC(C)C)N2CCN(C(=O)c3ccc(C(F)(F)F)cc3)CCC2=O)c1
10.2	15.4	O=C(C(=Cc1ccccc1)c1ccccc1)c1ccccc1
2.9	-7.7	COc1cc(/C=N/Nc2nc(C)cc(C)n2)ccc1O
3.8	12.6	O=CNc1cc(-c2cccc(O)c2)cn2c(-c3ccc(F)cc3)cnc12
-2.4	-5.8	Cc1cc2c(c(C#N)c1C)NC=NC2C (configuration not stated)
-12.1	-3.7	C[C@H]1CN([C@@H](C)CO)C(=O)CCCn2nncc2CO[C@H]1CN(C)S(C)(=O)=O
-2.9	-20.5	COc1ccccc1N1CCN(CCS(=O)(=O)c2cc(Cl)ccc2Cl)CC1

2 records picked at random from those above:
CXCR6 inh	EBI2 antag	smiles
3.0	-3.9	COc1ccccc1NC(=O)Nc1nc(C(N)CCc2ccccc2)cs1 (configuration not stated)
2.9	-7.7	COc1cc(/C=N/Nc2nc(C)cc(C)n2)ccc1O

Additional structures
CXCR6 inh	EBI2 antag	smiles
8.3	29.9	Cc1cccnc1C(NC(=O)C1CCN(Cc2ccc3ccccc3n2)CC1)c1ccc(Cl)cc1 (configuration not stated)
4.5	7.5	CCOC(=O)C1=C[C@@H](c2ccccc2)N(S(=O)(=O)c2ccc(C)cc2)[C@H]1c1ccccc1Cl
4.8	-3.2	COCCCNc1nccn2ccnc12
1.5	8.7	CC1(Cc2cccc(F)c2)C(=O)Nc2ccc(OC(F)(F)F)cc21 (configuration not stated)
-1.4	5.1	C[C@H]1CN([C@@H](C)CO)C(=O)CCCn2nncc2CO[C@@H]1CN(C)C(=O)Nc1ccnc(N2CCOCC2)c1
3.8	5.7	O=C(NC(c1ccc(-c2ccccc2)cc1)c1cnccn1)C1CCN(Cc2cccc(C(F)(F)F)c2)CC1 (configuration not stated)
-5.0	14.4	O=C1[C@H]2[C@@H](c3ccc(C(F)(F)F)cc3)N[C@]3(CCCN(Cc4ccc(F)cc4)C3=O)[C@H]2C(=O)N1Cc1ccccc1
-6.4	-0.6	COc1ccc(CNC(=O)c2[nH]c(C(F)(F)F)nc2-c2ccccc2)cc1OC
0.0	1.0	Cc1cc(C)c2c(=O)n(CC(=O)N3CCN(c4ccccc4)CC3)ccc2n1
-1.6	-6.6	Cc1ccc(S(=O)(=O)N(C)C)cc1NC(=O)CN1C(=O)NC2(CCc3ccccc32)C1=O (configuration not stated)

Compounds from the list above that contain a furan ring, fused or not, in the order listed:
CXCR6 inh	EBI2 antag	smiles
2.9	-6.1	Cc1ccc(NC(=O)CCC(=O)NN=Cc2ccc(C)o2)c(C)c1
-6.0	18.2	CCCNC(=O)C1(C)CCCN(Cc2ccc(-c3ccccc3)o2)C1 (configuration not stated)

Other entries follow.
CXCR6 inh	EBI2 antag	smiles
15.1	27.0	COC(=O)[C@@]1(Cc2ccc(F)cc2)[C@H]2c3cc(C(=O)N4CCCC4)n(Cc4ccccc4)c3C[C@H]2CN1C(=O)c1ccccc1
11.4	8.1	COc1ccccc1Cc1c(-c2ccc(C)cc2)nc2cc(C)c(Br)c(C)n12
-0.5	-6.5	CCCNC(=O)C1(C)CCN(C(=O)Cc2ccc(OC)c(OC)c2)C1 (configuration not stated)
3.4	5.8	N#CC(=Cc1ccc(-c2ccccc2)cc1)C(=O)c1ccccc1
-6.1	-5.1	CC(=O)NC1CC2CCCC(C1)N2C(=O)Nc1ccc(Cl)cc1 (configuration not stated)
-3.2	-5.1	N#CC(c1ccccc1)c1ccc([N+](=O)[O-])cc1 (configuration not stated)
-4.3	0.6	CC(c1ccon1)N(C)C(=O)c1cccc(OC2CCN(S(C)(=O)=O)CC2)c1 (configuration not stated)
2.6	-7.2	CCc1nc2c(OCc3c(C)noc3C)cccn2c1N(C)C(=O)c1ccccc1F
-0.1	5.7	CC(C)(C)c1ccc(C(=O)N2CCC2(C)C(=O)Nc2cccc3ccccc23)cc1 (configuration not stated)
-7.2	-7.7	Clc1ccc(-c2nc(CSc3ccccn3)cs2)cc1
-1.2	34.9	COc1ccc(C(=O)N2CCN(S(=O)(=O)c3ccc4c(c3)OCCO4)CC2)cc1
4.6	18.0	N#CC(=Cc1cccs1)c1nc(-c2ccc(Cl)cc2)cs1
-12.9	-11.5	CC[C@H](CO)Oc1cc(NCc2cccc(N)c2)c2ncn(C(C)C)c2c1
7.1	8.1	COc1cccc(-c2cnc3c(NC=O)cc(-c4ccc(OC)cc4OC)cn23)c1
-7.2	1.1	O=C(NCC(F)(F)F)c1ccc(S(=O)(=O)NCCc2ccc3c(c2)OCCO3)cc1
-6.2	-3.3	CCc1nc2ccc(C(=O)Nc3cccc(OC)c3)cn2c1N(CC)CCOC
34.3	38.4	CCc1nc2c(OCc3ccc(Cl)cc3Cl)cccn2c1N(C)C(=O)c1ccccc1F
32.4	23.7	CCOP(=O)(OCC)C(Cc1ccccc1)N=C(c1ccccc1)c1ccccc1 (configuration not stated)
2.1	1.9	O=C1NC[C@H](CCCCN2CCN(Cc3ccccc3)C(=O)C2=O)N(CCc2ccccc2)C1=O
1.5	4.8	O=C(COC(=O)c1ccc(Cl)c(S(=O)(=O)N2CCCCCC2)c1)NCc1ccccc1
0.6	-3.7	COc1ccc(CN2C(=O)C(CC(=O)NCC3CCCCC3)CC(C(=O)N(C)C)=C2C)cc1 (configuration not stated)
7.4	16.2	O=C(OCc1cn([C@@H]2C[C@H](c3ccc(Cl)cc3)N(C(=O)C3CCCCC3)C[C@H]2O)nn1)c1ccccc1
1.7	-1.5	COc1ccc(CN2CCC2(C)C(=O)Nc2ccc(OC)c(OC)c2)cc1 (configuration not stated)
-4.8	-5.5	Nc1cc(=O)c2[nH]cnc2[nH]1
-5.5	13.9	COc1cccc(S(=O)(=O)Nc2ccc3c(c2)[C@@H]2C[C@@H](CC(=O)NCc4ccc(Cl)cc4)O[C@@H](CO)[C@@H]2O3)c1
-5.8	6.0	Cc1ccc(S(=O)(=O)N2C[C@H]3C(=O)C[C@@H](c4ccccc4)N(S(=O)(=O)c4ccc(C)cc4)[C@H]3C[C@H]2c2cccc3ccccc23)cc1
7.8	5.6	Cn1nc(NC(=O)C(F)(F)F)c2nccnc21
-7.4	4.9	O=S1(=O)CC(N2CCCC2)CN1C1CCCCC1 (configuration not stated)
2.5	8.7	COc1ccc(CN2CCC[C@]3(N[C@H](c4ccc(C(F)(F)F)cc4)[C@@H]4C(=O)N(Cc5ccccc5)C(=O)[C@@H]43)C2=O)cc1
-1.4	37.5*	CC(C)C[C@@H](CN1CCC[C@@H]1CN1C(=S)NC[C@@H]1Cc1ccccc1)N1C[C@H](Cc2ccc(O)cc2)N(CCc2ccccc2)C1=S
1.5	28.0	CCc1nc2ccc(C(=O)NCCOc3ccc(OC)cc3)cn2c1N(CCN(C)C)CC1CC1
6.7	-2.7	C[C@H]1CN([C@@H](C)CO)C(=O)CCCn2nncc2CO[C@H]1CN(C)S(=O)(=O)c1ccc(Cl)cc1
-5.5	3.3	CSc1ccc(OC2(C)CCN(Cc3ccc(C(C)C)cc3)C2)cc1 (configuration not stated)
10.1	-15.2	c1ccc(COc2ncnc3c2ncn3CCCNC2CCN(Cc3ccccc3)CC2)cc1
0.0	1.3	COCOc1cccc(CN2CCC2(C)C(=O)Nc2ccc3c(c2)OCO3)c1 (configuration not stated)
6.5	2.5	COc1ccc(CN2C(=O)C(CC(=O)NCc3cccs3)CC(C(=O)N(C(C)C)C(C)C)=C2C)cc1 (configuration not stated)
-1.7	-12.8	CCNC(=O)C1(C)CCCN1C(=O)c1ccc(N(C)C)cc1 (configuration not stated)
3.0	-2.0	O=NN(C(=O)NC1CCC(C(=O)O)CC1)C1CCC(C(=O)O)CC1 (configuration not stated)
-13.3	-10.7	O=c1[nH]c(=S)[nH]c2c1C(c1ccc(F)cc1)OC(CCOCc1ccccc1)C2 (configuration not stated)
6.0	-7.4	COCCNC(=O)C1(C)CCCN(C(=O)c2ccc(OC)cc2OC)C1 (configuration not stated)
3.9	-3.6	CCc1nc2ccc(C(=O)NCCCN(C)C)cn2c1N(CC)CCOC
-5.2	-6.0	COc1cc(C(=O)N2CC(=O)Nc3ccccc32)cc(OC)c1OC
1.9	7.0	COc1cc(CN2CCC(C(=O)NC(c3ccc(F)cc3)c3ncccc3C)CC2)cc(OC)c1 (configuration not stated)
-3.1	-0.8	CCc1nc2ccc(C(=O)Nc3cccc(NS(C)(=O)=O)c3)cn2c1N(C)C(=O)Cc1ccccc1
2.3	5.9	COc1ccc(S(=O)(=O)N2CCCCC2c2cc(C(=O)Nc3ccc4c(c3)OCO4)no2)cc1 (configuration not stated)
11.9	10.5	COc1ccc(CNC(=O)c2ccc(-c3ccc(F)c(F)c3)c3ccoc23)cc1OC
5.4	2.6	CCOc1ccccc1-c1ccc(C(=O)NCc2ccc(Cl)cc2)o1
-18.0	-6.8	Nc1c(Br)cc(Br)c2c1[nH]c(=O)c1ccccc12
0.6	-2.4	CC(C)C[C@H]1CN([C@@H](Cc2ccccc2)CN2CCC[C@@H]2CN2C(=O)C(=O)NC[C@@H]2Cc2ccc(O)cc2)C(=O)C(=O)N1CC1CCCCC1
12.8	12.6	CCc1nc2ccc(C(=O)Nc3cccc(OC)c3)cn2c1N(CC)Cc1cccc(Br)c1

(cont.)
CXCR6 inh	EBI2 antag	smiles
0.1	4.8	Cc1cc2nc[nH]c(=O)n2n1
-0.2	3.9	Cc1cccc(C)c1NC(=O)CN(C)C(=O)c1ccc(OCc2ccccc2)cc1
3.0	12.8	CCCCCc1c(-c2ccc(F)cc2F)ncn1CCc1ccccc1OC
-9.9	-10.5	Cc1cc2oc(=O)cc(CN3CCCC3)c2cc1Cl
8.8	-0.8	CCOC(=O)C1(C)CCN1C(=O)c1ccco1 (configuration not stated)
-2.6	-3.8	CC1(CCc2ccccc2)NC(=O)N(CC(=O)N2CCc3ccccc32)C1=O (configuration not stated)
10.9	-61.6	O=C1C(=Cc2ccc(F)cc2)CCc2ccccc21
8.5	-2.4	CCc1nc2ccc(C(=O)NCCc3ccccn3)cn2c1N(CCC(C)C)CCN(C)C
-1.5	-3.4	COc1ccc(NC(=O)COC(=O)CN2C(=O)C3CCCCC3C2=O)cc1 (configuration not stated)

High-throughput results (PubChem)
